From PubChem
CatL inh: blocks human cathepsin L protease activity | purified cathepsin L, fluorogenic substrate, fluorescence | inhibition, %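 (tested at 10 µM)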 | 58,000 compounds, 0.17% hits | AID 460; in the data active = inhibition above about 45%;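 note: 0% = enzyme with no compound and 100% = no enzyme blank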
Target sequence (P07711 114-288 limits assumed): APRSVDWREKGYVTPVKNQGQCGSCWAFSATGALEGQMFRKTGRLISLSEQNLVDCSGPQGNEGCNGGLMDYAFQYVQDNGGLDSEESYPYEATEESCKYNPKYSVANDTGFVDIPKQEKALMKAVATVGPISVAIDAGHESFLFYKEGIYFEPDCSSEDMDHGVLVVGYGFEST
Target sequence (P07711 292-333 limits assumed): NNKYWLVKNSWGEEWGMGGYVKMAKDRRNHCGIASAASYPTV
ROCK2 blocker: blocks human Rho kinase 2 activity. O75116. 60,000 compounds, 0.35% hits. AID 604. purified ROCK2, Kinase-Glo ATP depletion luminescence. inhibition, % at 6 µM;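 active = inhibition above the screen-wide mean inhibition plus 3 SD, cut at about 18% in these data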;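 note: plate controls were DMSO wells for no effect and Y-27632 control wells after no-enzyme background subtraction for full effect; many of its hits are not listed in these tables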
PKA kinase inh: inhibitors of human protein kinase A. P17612. PKA Kemptide phosphorylation, Kinase-Glo ATP luminescence. inhibition, % at 6 µM. 65,000 compounds, 0.1% hits. AID 524;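 active = inhibition above the screen-wide mean inhibition plus 3 SD, cut at about 21% in these data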; note: many of its hits are not listed in these tables
C1s inh: human complement C1s inhibition; mean inhibition % of two 10-compound mixtures (active compounds read high), % at 5 µM (by protocol); 62,000 compounds, 0.16% hits; AID 538; P09871; purified C1s, fluorogenic AMC substrate, pooled mixtures;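 active = inhibition above 20% in each of the two 10-compound mixture wells holding the compound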;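 note: 0% = enzyme wells lacking compound mixture and 100% = no-enzyme blank wells; some compounds called inactive have numbers as strong as hits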
Her2 expr inh: inhibitors of human Her2 kinase expression | SKBR-3 HER2 protein level, AlphaScreen, 18-24 h; active compounds read low | HER2 level % of control, % at 10 µM | 65,000 compounds, 0.69% hits | P04626;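 active = HER2 level under 5% of the carrier-only control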;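 note: 100% = DMSO carrier and 0% = 500 nM PU-H71 HSP90 inhibitor; lower value means stronger loss of Her2 protein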
CatS block: human cathepsin S inhibition; AID 501; inhibition, %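 (tested at 5 µM per compound within 10-compound mixtures)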; 62,000 compounds, 0.06% hits; recombinant cathepsin S, AMC dipeptide fluorescence, pooled mixtures; in the data active = inhibition above about 32%, passing the limit was not always enough;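 note: 0% = enzyme without compound and 100% = blank without enzyme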
Target sequence (P25774 115-331 limits assumed): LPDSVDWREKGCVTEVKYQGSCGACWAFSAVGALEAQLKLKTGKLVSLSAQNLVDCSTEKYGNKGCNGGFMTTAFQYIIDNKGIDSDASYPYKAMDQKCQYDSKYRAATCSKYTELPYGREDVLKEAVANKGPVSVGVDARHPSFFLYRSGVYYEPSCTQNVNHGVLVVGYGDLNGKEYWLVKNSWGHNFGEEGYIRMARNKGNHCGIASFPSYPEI
Cathepsin G inh: blocks human cathepsin G enzyme activity; P08311; inhibition, % at 5 µM (by protocol); 62,000 compounds, 0.2% hits; purified enzyme, AMC-tetrapeptide fluorescence, pooled mixtures;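 active = inhibition above 20% in each of the two mixture wells holding the compound; inactive = inhibition of 20% or less in either well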;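 note: 0% = enzyme control without mixture and 100% = blank lacking enzyme; strong numbers were not always called active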
Target sequence (P08311 21-244 limits assumed): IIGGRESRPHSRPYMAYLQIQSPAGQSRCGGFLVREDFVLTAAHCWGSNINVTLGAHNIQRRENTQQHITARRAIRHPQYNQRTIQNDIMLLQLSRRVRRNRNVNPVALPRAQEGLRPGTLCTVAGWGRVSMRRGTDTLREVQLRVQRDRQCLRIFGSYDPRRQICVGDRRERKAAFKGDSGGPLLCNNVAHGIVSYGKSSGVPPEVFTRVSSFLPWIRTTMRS
CatB mixtures: inhibitors of human cathepsin B in compound mixtures. P07858. Purified cathepsin B, AMC dipeptide fluorescence. inhibition, %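 (ten-compound pools at 5 µM per compound and 50 µM total)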. 62,000 compounds, 0.06% hits. AID 488; in the data active = inhibition above about 22%, passing the limit was not always enough;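 note: 0% = enzyme without compound and 100% = no enzyme blank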
CatB block: blocks human cathepsin B protease activity. AID 453. inhibition, %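 (tested at 10 µM)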. P07858. 63,000 compounds, 0.1% hits. purified cathepsin B, fluorogenic substrate, fluorescence; in the data active = inhibition above about 21%;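 note: 0% = enzyme with no compound and 100% = no enzyme blank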
Numbers without * were called inactive; . = no result given. An excerpt (hit frequency here may not be typical).

SMILES	CatL inh	ROCK2 blocker	PKA kinase inh	C1s inh	Her2 expr inh	CatS block	Cathepsin G inh	CatB mixtures	CatB block
CC(C)(O)c1cn(-c2nonc2N)nn1	8	1	-7	-4	87	0	-5	0	2
Cc1nc2ncnn2c(Nc2ccc3c(c2)OCCO3)c1C	2	-1	14	-1	87	9	-4	8	7
COc1ccc(-c2csc(NC(=O)Cn3nc(C)cc3C)n2)cc1	22	9	6	-24	106	6	0	6	3
CCc1cc2c(=O)c(-c3nc4ccccc4n3C)coc2c(CN2CCOCC2)c1O	-4	7	6	-9	79	2	10	4	3
O=C(Cn1ccc(C(F)(F)F)n1)Nc1ccc(S(=O)(=O)NCc2ccco2)cc1	16	6	9	13	110	3	9	-3	1
CCn1c(CNc2ccccc2Cl)nnc1SCC(=O)NCc1ccccc1	2	10	1	-19	101	1	5	1	0
CCN1CCN(Cc2cc(=O)oc3cc4c(cc23)CCC4)CC1	6	2	6	12	83	-1	6	3	6
CCOC(=O)Cc1csc(NC(=O)c2csc(C)c2)n1	13	5	6	1	98	10	11	3	3
CCN1CCN(c2cc(C)c3cc(NC(=O)Cc4ccc(OC)c(OC)c4)ccc3n2)CC1	-1	5	6	2	108	3	8	3	3
C=CCn1c(SCC(=O)Nc2nc3ccccc3s2)nnc1-c1ccccc1O	1	3	0	-5	98	12	-1	2	-3
Cc1c(C(=O)NCc2ccccc2)oc2c1C(=O)CCC2	-1	-1	6	-38	114	7	5	-12	3
CSc1cccc(NC(=O)CSc2nc3ccccc3o2)c1	9	4	4	-8	109	1	-7	-5	2
CCC(CCC(=O)Nc1cccc(C(=O)O)c1)C(=O)O (stereo not given)	-2	5	4	0	89	3	-3	-5	-7
COc1ccc(OC)c(S(=O)(=O)Nc2ccccc2C(F)(F)F)c1	2	-1	-1	17	86	-9	11	5	4
Cc1cc(=O)cc(C)n1-c1ccccc1N1CCOCC1	6	11	9	-21	98	5	5	2	3
CCCCCCC(c1c(C)n(C)n(-c2ccccc2)c1=O)c1c(C)n(C)n(-c2ccccc2)c1=O	-2	0	-1	2	141	18	-3	4	6
CCN1CCN(CC(=O)NC2CCCCC2)C(=O)C1=O	.	3	5	25	102	3	13	2	6
COc1ccc(CC(=O)NCc2ccccc2Cl)cc1S(=O)(=O)N1CCOCC1	-1	0	0	17	77	-4	13	3	0
COC(=O)[C@H](Cc1ccccc1)NC(=O)NCc1ccc(S(N)(=O)=O)cc1	-6	-10	-7	0	99	2	0	-6	-1
Cc1nc2ccccc2c(=O)n1/N=C/c1ccncc1	13	7	12	6	97	1	11	4	-1
CCOc1ccccc1-n1c(SCC(N)=O)nnc1-c1ccccc1	-8	1	5	-9	132	0	-3	0	2
NC(=O)Nc1ccc(Oc2c(F)c(F)c(F)c(F)c2F)cc1	-7	6	11	-31	48	6	-2	-6	-2
Cc1nc(Nc2nc3ccccc3o2)nc2c1CCC2	2	-12	-12	2	113	0	20	0	1
COC(=O)[C@H](C)NC(=O)NC1CCCc2ccccc21 (stereo not given in full)	-12	-1	0	-17	67	-2	-8	-1	0
O=CN(Cc1ccco1)C1(C(=O)NC2CCCCC2)CCCCC1	-12	-1	-3	0	106	15	1	5	-2
Following part:
SMILES	CatL inh	ROCK2 blocker	PKA kinase inh	C1s inh	Her2 expr inh	CatS block	Cathepsin G inh	CatB mixtures	CatB block
CC(C)(C)NC(=O)CN1CCC(O)(c2ccccc2)CC1	1	2	11	-4	122	-8	-7	1	-1
CN(C)c1nc2c(c(=O)[nH]c(=O)n2C)n1Cc1ccc(F)cc1	.	4	3	-14	96	4	-9	3	-2
COc1cccc(NC(=O)CSc2nnc(Cn3c(=O)sc4ccccc43)n2C)c1	6	-1	8	-7	80	11	-2	5	6
CC(=O)Nc1nc(-c2ccccc2)nc(C)c1C(C)=O	5	10	6	-14	98	5	-4	3	4
C=CCNC(=O)c1nn2cccnc2c1Cl	6	9	8	-22	85	-8	5	2	4
Cc1noc(C)c1CSc1nnc2scc(-c3ccccc3)n12	-3	6	2	7	86	-6	3	3	4
C=CCN(CC=C)c1nc2ccccc2nc1C(C#N)C(=O)OC(C)C (stereo not given)	4	7	5	-3	155	0	8	9	3
CC1CC(C)CN(C(=O)C(NS(=O)(=O)c2ccc3c(c2)oc(=O)n3C)C(C)C)C1 (stereo not given)	.	1	9	1	97	5	5	4	2
Cc1ccccc1-n1c(C)nnc1SCC(=O)NCC1CCCO1 (stereo not given)	5	4	10	12	91	1	8	2	5
C=CCn1c(O)c(CN2CCN(Cc3ccccc3)CC2)c(C)c(C#N)c1=O	14	.	9	17	113	-1	12	-2	2
Cc1[nH]nc(N=CC2=C(O)CC(c3ccco3)CC2=O)c1-c1ccccc1 (stereo not given)	-2	0	4	-6	94	3	-8	3	4
CCN(CC)CCN1C(=O)c2ccccc2NC1c1cc(OC)c(OC)c(OC)c1 (stereo not given)	-84	0	3	.	139	.	.	.	-2
CCOC(=O)C1CCN(C(=O)CCCCn2c(=O)[nH]c3ccccc3c2=O)CC1	-1	3	6	-11	118	2	-12	2	0
Cc1ccc(S(=O)(=O)NC(=O)N2CCCC(C)(C)C2)cc1	5	4	4	-6	107	-1	7	0	-2
COC(=O)C(C)Sc1nc2c([nH]c3ccccc32)c(=O)n1C (stereo not given)	7	.	10	-2	59	6	-4	1	4
Cn1nc(OCC(N)=O)ccc1=O	-3	3	5	14	122	-1	12	4	-1
CC1=C(C(=O)OCC2CCCO2)C(c2ccc(O)cc2)NC(=O)N1 (stereo not given)	.	0	0	0	150	19	0	2	2
COC(=O)c1cc(-c2c(C)nn(-c3ccccc3)c2C)n[nH]1	-9	5	11	1	79	-10	-9	4	3
Cc1cc(N2CCOCC2)nc2ccc(NC(=O)CCC(=O)N3CCCC(C)C3)cc12 (stereo not given)	-22	5	2	-5	75	-7	22	4	2
Cc1cc(=O)oc2cc(OCC(=O)N3CCCC(C)C3)ccc12 (stereo not given)	2	3	14	16	89	-4	40	3	2
CCOC(=O)c1[nH]c(C)c(C(=O)NCCc2ccc(OC)cc2)c1C	13	-2	-6	0	134	15	-1	-1	1
O=c1[nH]c2cccnc2n1Cc1ccco1	-1	10	10	-33	63	-12	1	-10	1
Cn1c(N)c(S(=O)(=O)c2ccc(Br)cc2)c2nc3ccccc3nc21	-24	1	6	-26	61	-9	-5	3	-4
Fc1ccc(Br)cc1/C=N/n1cnnc1	.	5	6	-18	61	4	-1	-5	4
O=C(NCc1ccc(N2CCCC2=O)cc1)c1cn(CCc2ccccc2)nn1	-9	.	6	8	86	-4	33	3	0
Continuation:
SMILES	CatL inh	ROCK2 blocker	PKA kinase inh	C1s inh	Her2 expr inh	CatS block	Cathepsin G inh	CatB mixtures	CatB block
O=C(OCC(=O)N1CCOCC1)c1ccc2c(c1)OCCO2	7	6	9	-2	79	-5	8	2	2
CC1CCCCC1NC(=O)C1Cc2ccccc2CN1S(C)(=O)=O (stereo not given)	-3	0	0	9	87	-3	9	3	1
O=C(Nc1nc(-c2ccc3c(c2)OCO3)cs1)c1ccncc1	-1	-1	-1	-6	90	-13	15	4	-2
Cc1cc(NC(=O)c2cccc(S(=O)(=O)N3CC(c4ccccc4)CC3=O)c2)no1 (stereo not given)	-2	6	7	-30	107	-9	1	2	-1
CN(C)C(=O)N1CCC(C(=O)NCC2CCCO2)CC1 (stereo not given)	3	6	10	-6	105	1	2	0	1
Cn1c(=O)c(=O)n(C)c2cc(S(=O)(=O)Nc3ccc4c(c3)OCCO4)ccc21	6	1	0	5	81	-13	8	-9	3
COc1ccc(S(=O)(=O)N(CCc2ccccc2)CC(=O)NCCCO)cc1	3	3	-4	1	117	-7	4	-1	-1
COc1ccccc1CN1C(=O)C2CC=CCC2C1=O (stereo not given)	-4	.	2	-37	110	-8	-2	5	-5
CNC(=O)CSCc1c(Cl)cccc1Cl	-3	-4	-5	-8	86	5	4	-2	-2
Cn1c(Cn2c(=O)sc3ccccc32)nnc1SCc1ccc(F)cc1	.	-3	-3	9	87	-3	2	1	-3
COc1cc(NS(=O)(=O)c2ccc(NC(=O)COc3ccc(C)cc3)cc2)nc(OC)n1	5	.	3	0	83	10	9	4	3
CC(C)(CO)NCc1ccccc1OCC(=O)Nc1ccccc1	-1	-4	-3	-11	86	-7	-5	2	-3
COc1ccccc1NC(=O)N(Cc1ccccc1)c1ccccn1	5	.	4	-21	109	8	2	-3	1
CCOc1ccc(-n2c(Cc3cc(=O)[nH]c(=O)[nH]3)nnc2SC(C)C)cc1	19	4	7	-14	88	17	-9	2	4
CCOC(=O)C1CCCN(S(=O)(=O)c2cc(OCC(N)=O)c(C)cc2Cl)C1 (stereo not given)	.	9	6	-115	103	-9	2	0	6
Cc1ccc(NC(=O)COc2nc(C)cs2)cc1	12	6	10	8	175	3	11	0	3
Cc1c(NC(=O)c2cccc(NC(=O)c3ccco3)c2)cccc1C(=O)O	8	3	-1	17	109	14	12	6	3
Cc1c(C(=O)OCc2cc(=O)n3cc(Br)ccc3n2)oc2ccccc12	19	-1	6	-22	112	-8	-11	-5	2
O=C(CCCOc1ccccc1)NCC1CCCO1 (stereo not given)	.	6	4	1	101	0	9	3	4
O=C(O)c1cc(S(=O)(=O)N2CCOCC2)c(Sc2ccccn2)cc1Sc1ccccn1	3	1	6	0	50	8	-7	43	8
COc1ccccc1N1CSC2=C(C#N)C(c3ccc(SC)cc3)CC(=O)N2C1 (stereo not given)	13	6	6	1	98	3	9	4	3
CCn1cc(/C=C(/C#N)S(=O)(=O)c2ccccc2)cn1	13	0	-1	-15	110	17	-3	4	11
Cn1c(=O)[nH]c(=O)c2c1nc(N1CCCC1)n2CCCSc1nc2ccccc2o1	.	.	-3	0	102	6	-2	5	-1
CCOc1ccccc1C(=O)Nc1nnc(C(C)C)s1	2	-1	-8	0	94	6	0	3	2
COc1ccc(OC)c(N(CC(=O)NC2CC2)S(=O)(=O)c2ccc(C)cc2)c1	.	7	8	-234	90	-21	-18	-15	3
(listing goes on)
SMILES	CatL inh	ROCK2 blocker	PKA kinase inh	C1s inh	Her2 expr inh	CatS block	Cathepsin G inh	CatB mixtures	CatB block
O=C(Nc1ccc(Cl)cc1)N(Cc1nnc2n1CCCCC2)c1ccccc1	22	4	16	-1	128	-4	8	-1	9
CCN1CCN(Cc2ccc(OC)c(OCc3ccccc3)c2)CC1	.	4	6	15	91	-4	-1	-1	4
CCCC(=O)Nc1nc2c(OC)ccc(OC)c2s1	.	0	-4	4	105	-1	6	1	7
CCCC(=O)Nc1c(C(=O)OCC)[nH]c2ccccc12	-1	8	2	-3	85	-6	1	6	0
COc1ccc(CNc2nc3ccccc3n2CCN2CCCCC2)c(OC)c1	-1	-2	6	-9	10	12	-5	4	9
CCCC(c1c(C)n(C)n(-c2ccccc2)c1=O)c1c(C)n(C)n(-c2ccccc2)c1=O	-3	6	10	-1	82	-7	-3	0	2
CCCN(Cc1cc2cc(C)ccc2[nH]c1=O)S(C)(=O)=O	12	-13	-4	-8	87	11	-15	9	6
CNc1oc(-c2ccc(Cl)cc2)nc1C#N	-149	2	4	.	79	.	.	.	2
O=C(NC1=NCCS1)NC12CC3CC(CC(C3)C1)C2	1	1	-2	0	82	8	1	4	3
CCCNC(=O)c1ccc(CNc2c(N3CCC(C(=O)OCC)CC3)c(=O)c2=O)cc1	21	6	10	10	87	3	9	1	3
Nc1c(C(=O)NCc2ccccc2)nnn1Cc1cccc(Cl)c1	.	2	-2	-29	63	3	-2	11	-3
C=CCOc1cccc(C2C(C(=O)c3ccco3)=C(O)C(=O)N2Cc2ccncc2)c1 (stereo not given)	.	.	7	-27	84	1	-1	2	-3

Single records, as listed above. Order of screens: CatL inh, ROCK2 blocker, PKA kinase inh, C1s inh, Her2 expr inh, CatS block, Cathepsin G inh, CatB mixtures, CatB block
CCCCCCC(c1c(C)n(C)n(-c2ccccc2)c1=O)c1c(C)n(C)n(-c2ccccc2)c1=O as listed: -2, 0, -1, 2, 141, 18, -3, 4, 6
Cc1ccc(S(=O)(=O)NC(=O)N2CCCC(C)(C)C2)cc1 as listed: 5, 4, 4, -6, 107, -1, 7, 0, -2
CSc1cccc(NC(=O)CSc2nc3ccccc3o2)c1 as listed: 9, 4, 4, -8, 109, 1, -7, -5, 2
